B2AR arrestin = qHTS assay of beta-arrestin-biased ligands of beta2-adrenergic receptor; Potency, µM (top dose mostly 46.1 µM), for inactives: at the highest dose activation, hits mostly activators; AID 492947, 2010; 330,000 tested, 0.02% active; beta-arrestin recruitment to beta2AR, cell-based reporter; Beta-2 adrenergic receptor (Homo sapiens), P07550;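 also: potency is read from the fitted curve at half-maximal effect; 0% = DMSO controls and full agonism = EC100 isoproterenol or metaproterenol; nearly all actives have a fitted effect of over 65% in size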
MLL CXXC-DNA inh = qHTS Fluorescence Polarization Assay for Inhibitors of MLL CXXC domain - DNA interaction; Histone-lysine N-methyltransferase 2A (Homo sapiens), Q03164; MLL-CXXC / FITC-HOXA9 DNA fluorescence polarization; Potency, µM (series often up to 115 µM), without a hit: top-dose activity change, negative = inhibition, most hits filed as inhibitors; 290,000 tested, 0.037% active; AID 2662, 2010; active = well fitted inhibition curve with a large enough effect in the polarisation, with a control signal flat, not every such curve was filed as active; inconclusive = small, poorly fitted or top-dose-only effect, or effect the other way, or a change in a side signal; inactive = no such curve, though single readings can be large or run the other way; the % refers to the polarisation; also: potency is read from the fitted curve at half-maximal effect
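Steps: dispense CXXC domain solution (7 uM) → pin compounds or unlabeled HOX-A9 DNA control → 5 min ambient → add FLSN-HOX-A9 solution (50 nM) → spin → 30 min ambient → fluorescence polarization. Tris pH 7.5/NaCl/DTT/BSA buffer.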
TCR activator = Activators of T cell receptors: qHTS campaign | primary human leukocytes, anti-CD3, IL-2 HTRF, 48 h | Potency, µM (doses to about 9.22 µM), inactives show top-dose activation of IL-2 secretion, usual class: activators | 330,000 tested, under 10 active | AID 504894, 2011; also: % of control where 0% means no effect
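Primary human leukocytes incubated 48 hr with anti-CD3 beads plus compound, without co-stimulation. Secreted IL-2 measured by HTRF (europium cryptate/d2 anti-IL-2 pair, 320 nm excitation, 665 nm emission).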
A-T KAP1 phos = qHTS Assay for Identifying a Potential Treatment of Ataxia-Telangiectasia; 320,000 tested, 0.19% active; Potency, µM (titrated, usually from 57.5 µM), for inactives: top-dose activation, hits mostly activators; AID 485349, 2010; […] A-T fibroblasts, KAP-1 phosphorylation AlphaLISA; neocarzinostatin DNA damage 30 min before lysis; also: potency is read from the fitted curve at half-maximal effect; % of control where 0% means no effect; nearly all actives have a fitted effect of over 45% in size
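ATM-like activity read as KAP-1 phosphorylation via AlphaLISA donor/acceptor antibody pairs after lysis and 6 hr at 25C. Cells were ATM-null patient fibroblasts ([…], hTERT), dosed 60 min, then exposed to the DSB inducer NCS for 30 min.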
a7 integrin act = qHTS for Activators of Integrin-Mediated Alleviation for Muscular Dystrophy. alpha7betagal myoblasts, beta-gal FDG fluorescence, 48 h. Potency, µM (highest dose often 38.3 µM), for the others: at the highest dose activation, actives largely listed as activators. 350,000 tested, 0.064% active. AID 624291, 2012;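 also: potency is read from the fitted curve at half-maximal effect; 100% = response of the positive control SU9516; nearly all actives have a fitted effect of over 60% in size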
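alpha7betagal+/- myoblasts (passage 13, 250/well) treated 48 h at 37C with compounds at 1:260 dilution of DMSO stock. Lysed, then beta-galactosidase activity read as FDG fluorescence (ex 480/em 540) after 30 min, with pre-read for autofluorescence.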
p53 reactivator = qHTS assay for re-activators of p53 using a Luc reporter; H1299 p53-A138V BP100-luciferase reporter, luminescence, 24 h; Potency, µM (titrated, usually from 92.2 µM), without a hit: top-dose activity change, positive = activation, usual class: activators; 320,000 tested, 0.063% active; also: potency is read from the fitted curve at half-maximal effect; % of control where 0% means no effect; nearly all actives have a fitted effect of over 45% in size
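p53-null H1299 cells stably carrying temperature-sensitive p53-A138V and a BP100-luciferase reporter were pinned with compounds (4-point, 1:5 series) and held 24 hrs at 37 deg C. Luminescence was read 10 min after detection reagent.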
BRCA1 expr up = qHTS Assay to Identify Small Molecule Activators of BRCA1 Expression; 380,000 tested, 1.1% active; Potency, µM (doses to about 46.1 µM), for the others: at the highest dose activation, most hits filed as activators; MCF7-BRCA1-FFLuc reporter, luminescence, 48 h; response scale: scaled: vehicle 0%, 10 µM genistein 100%; also: potency is read from the fitted curve at half-maximal effect; nearly all actives have a fitted effect of over 80% in size; some results filed as inactive show a strong effect at the top dose
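MCF7-BRCA1-FFLuc, 2000 cells/well; 2 h attach, 37 °C/5% CO2; compound 48 h; luciferase substrate 15 min; luminescence end-point. Norm. to genistein 10 microM max activation and DMSO; concentration-response curves fitted.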
TRPV1 agonist = HTS Assay for Compounds that Act as Agonists of the Vanilloid Receptor 1; Transient receptor potential cation channel subfamily V member 1 (Homo sapiens), Q8NER1; TRPV1-expressing cells, Fluo-8 calcium influx, agonist mode; activation, % at 8.33 µM; 320,000 tested, 0.19% active; in the data active = activation above about 80%; inconclusive = between about 30% and that limit; also: 0% is about no effect
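Fluo-8 calcium influx in TRPV1-expressing cells, kinetic read (ex 480/em 520 nm). Compound added and read 3 min for agonist activity, followed by capsaicin at EC20 final and 2 min further read for enhancement.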
TSG101-PTAP inh = qHTS Assay for Iinhibitors of HIV-1 Budding by Blocking the Interaction of PTAP/TSG101; 340,000 tested, under 10 active; Potency, µM (titrated, usually from 115 µM), for inactives: at the highest dose activity change, negative = inhibition, actives largely listed as inhibitors; AID 493005, 2010; Tumor susceptibility gene 101 protein (Homo sapiens), Q99816; Fluorescence polarization, FITC-PTAP peptide / Tsg101 binding; active = well fitted inhibition curve with a large enough effect in the main read-out, with a control signal flat, not every such curve was filed as active; inconclusive = small, poorly fitted or top-dose-only effect, or effect the other way, or a change in a side signal; inactive = no such curve, though single readings can be large or run the other way; also: potency is read from the fitted curve at half-maximal effect; % of control where 0% means no effect
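Steps: Tsg101 binding domain dispensed (10 uM final), compounds pinned in DMSO, FITC-labeled PTAP-motif peptide added (50 nM final); after 20 min binding at room temperature, polarization measured.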
ELG1 repair inh = qHTS screen for small molecules that inhibit ELG1-dependent DNA repair in human embryonic kidney (HEK293T) cells expressing luciferase-tagged ELG1; HEK293T ELG1-luciferase reporter, luminescence, 16 h; DNA damage induced by 5-fluorouridine; Potency, µM (series often up to 46.1 µM), without a hit: at the highest dose activity change, negative = inhibition, usual class: inhibitors; 330,000 tested, 2.3% active; AID 504467, 2011; also: potency is read from the fitted curve at half-maximal effect; % is scaled to controls: 0 for no effect and ±100 for the full control effect; nearly all actives have a fitted effect of over 55% in size
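Luminescence from the luciferase reporter, measured 30 min after ONE-Glo reagent at room temperature, was the read-out. Beforehand, 2,000 cells per well were exposed for 16 hr at 37 °C to 5-fluorouridine together with compound or vehicle.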
* hit, by the source's call; ? = inconclusive; / = not tested or not shown; [ ] = dose if it differs, or a comment. Unless noted, calls follow the shape of the dose curve; as a rule, active = well fitted curve in the direction sought with a large enough effect; inconclusive = small, poorly fitted or top-dose-only effect, or another doubt; inactive = no such curve, though single readings can be large; an effect the other way counts as inactive or inconclusive. An unsorted share of the library; about 3.8% have a hit in one of these screens.

Fields: B2AR arrestin	MLL CXXC-DNA inh	TCR activator	A-T KAP1 phos	a7 integrin act	p53 reactivator	BRCA1 expr up	TRPV1 agonist	TSG101-PTAP inh	ELG1 repair inh
> CCOC(=O)c1ccc(S(=O)(=O)N2CCN(C(=O)c3cc(=O)c4ccccc4o3)CC2)cc1
    0.1%	6%	-2%	-2%	-3%	-1%	8%	3	-2%	?
> COc1ccc(CN(C)CC(=O)NC(=O)Nc2ccccc2F)cc1
    -0.1%	/	/	0%	3%	-10%	38%	5	-8%	2%
> Cc1cc(F)ccc1S(=O)(=O)N1CCCOC1CNC(=O)C(=O)NCCC1=CCCCC1 (stereo not given)
    -0.6%	-3%	1%[46.1 µM]	0%	0%	-8%	9%	-6	-7%	-4%
> O=C(O)C1OC1(c1ccccc1Cl)c1ccccc1Cl (stereo not given)
    /	/	-3%	/	12%	/	3%	/	-3%	/
> O=C(Nc1ccc(O)c2c(=O)cc(-c3ccccc3Cl)oc12)c1ccc(F)cc1
    -0.7%	19%	3%	8%	15%	2%	-10%	5	1%	12%
> CCN(CC)NC(=S)Nc1ccccc1
    0.2%	-12%	-2%	0%	-28%	-4%	-8%	/	2%	-4%
> O=C(CCc1ccccc1Cl)Nc1cccc(S(=O)(=O)N2CCCC2)c1
    -0.3%	11%	-9%	-3%	-18%	-12%	-34%	18	0%	-4%
> Cc1c(Cl)cccc1NC(=O)Nc1cccnc1
    -0.2%	-3%	4%	-5%	4%	-7%	35%	?	-5%	1%
> Cc1nc(C)n(CCNS(=O)(=O)c2ccccc2)n1
    -1.0%	2%	7%	3%	0%	-1%	0%	-1	-2%	6%
> Nc1cc(N)nc(SCc2cc(=O)oc3cc4c(cc23)CCC4)n1
    -0.7%	14%	/	3%	20%	-5%	-39%	6	0%	11%
> O=C(Nc1cccc(NC(=O)c2ccccc2Cl)c1)c1cccs1
    -1.0%	8%	11%	6%	-20%	-31%[inhibitor]	-15%	2	-12%	-26%
> O=C(NCc1cc(C(F)(F)F)ccc1Cl)c1cccc2c1C(=O)c1ccc(N3CCCCC3)cc1S2(=O)=O
    -0.1%	/	-7%	3%	7%	2%	-2%	/	?	?
> O=C(O)c1ccc(Nc2ncnc3ccccc23)cc1
    -0.1%	14%	-2%	-11%	-4%	3%	22%	26	-5%	11%
> Cc1ccc(N(CC(=O)NC2CCCCC2)C(=O)CCCC(=O)Nc2ccccn2)cc1
    0.1%	-8%	3%	-4%	11%	4%	-5%	1	-6%	-6%
> CN(C)CC(C)(C)CNS(=O)(=O)c1ccc(Cl)s1
    0.2%	5%	-1%	3%	3%	-2%	-21%	1	-1%	-2%

Retrieved by structure from the entries so far (2):
Fields: B2AR arrestin	MLL CXXC-DNA inh	TCR activator	A-T KAP1 phos	a7 integrin act	p53 reactivator	BRCA1 expr up	TRPV1 agonist	TSG101-PTAP inh	ELG1 repair inh
> O=C(Nc1cccc(NC(=O)c2ccccc2Cl)c1)c1cccs1
    -1.0%	8%	11%	6%	-20%	-31%[inhibitor]	-15%	2	-12%	-26%
> O=C(O)c1ccc(Nc2ncnc3ccccc23)cc1
    -0.1%	14%	-2%	-11%	-4%	3%	22%	26	-5%	11%

Further compounds.
Fields: B2AR arrestin	MLL CXXC-DNA inh	TCR activator	A-T KAP1 phos	a7 integrin act	p53 reactivator	BRCA1 expr up	TRPV1 agonist	TSG101-PTAP inh	ELG1 repair inh
> Cc1cccc(C)c1NCc1nnc(SCC(=O)Nc2nc(-c3ccccc3)cs2)n1-c1ccccc1
    -0.1%	20%	-2%[46.1 µM]	-4%	-13%	-2%	25%	-1	-3%	?
> Cc1ccc(NC(=O)C2CCN(S(=O)(=O)c3ccc4c(c3)CCCC(=O)N4)CC2)c(Br)c1
    0.1%	-8%	3%	12%	10%	-1%	-1%	?	-2%	-12%
> Cc1ccc(NC(=O)CSc2nncc3ccccc23)cc1
    -0.3%	1%	1%	-2%	0%	-1%	-2%	3	-4%	0%
> COc1cc(Cl)c(C)cc1NC(=O)CSc1ccc(NC(C)=O)cc1
    -0.8%	8%	-1%[46.1 µM]	1%	2%	-8%	-17%	4	-2%	?
> CC(/C=C1\SC(=S)N(CCC(=O)Nc2ccccc2O)C1=O)=C\c1ccccc1
    9.3%	11%	-3%	1%	22%	-4%	-25%	3	/	-2%
> CCCc1ccc2oc(C(=O)N(C)Cc3nccs3)c(C)c2c1
    -0.1%	-22%	7%	3%	-2%	-15%	?	29	-3%	?
> CCN(CC(=O)NCc1ccc(F)cc1)Cc1cc(=O)n2ccsc2n1
    0.0%	-4%	5%	0%	-24%	-1%	-5%	-4	0%	4%
> CCOC(=O)C1CCN(C(=O)CN(c2cc(OC)ccc2OC)S(=O)(=O)c2ccccc2)CC1
    0.1%	6%	-2%	0%	-14%	-4%	-24%	1	0%	2%
> Cc1ccc(-c2nc(NC(=O)CSc3ncn[nH]3)ns2)cc1
    -0.7%	-1%	-1%	-3%	-20%	9%	?	?	0%	0%
> COc1ccc(Cl)cc1NC(=O)COC(=O)C(CC(C)C)N1C(=O)C2CC=CCC2C1=O (stereo not given)
    -0.3%	1%	0%[46.1 µM]	1%	-11%	-14%	?	1	-6%	-26%
> CCS(=O)(=O)N1CCCC(c2nc(-c3cccc(OC)c3)no2)C1 (stereo not given)
    -0.4%	-2%	-6%	-7%	5%	?	?	-1	-6%	?
> COc1ccc(-n2nnnc2SCC(=O)Nc2nc3c(s2)CCCC3)cc1
    -0.8%	-4%	-5%	1%	-34%	-1%	-50%	-1	-4%	?
> COc1ccc(C(NC(=O)c2cc(OC)ccc2OC)c2ccccc2)cc1 (stereo not given)
    3.3%	5%	2%	6%	?	6%	-40%	0	-5%	?
> CC(C)(C)c1csc(Sc2ccc([N+](=O)[O-])cn2)n1
    -0.4%	0%	-1%	-8%	-34%[inhibitor]	-9%	3%	26	-3%	?
> Cc1cccc(C(=O)N2CCCC(N3CCN(c4ccc(F)cc4)CC3)C2)n1 (stereo not given)
    -0.2%	-6%	5%	-1%	0%	11%	-8%	-8	-4%	-5%

Complete entries from above:
Cc1nc(C)n(CCNS(=O)(=O)c2ccccc2)n1 is listed with B2AR arrestin = -1.0%; MLL CXXC-DNA inh = 2%; TCR activator = 7%; A-T KAP1 phos = 3%; a7 integrin act = 0%; p53 reactivator = -1%; BRCA1 expr up = 0%; TRPV1 agonist = -1; TSG101-PTAP inh = -2%; ELG1 repair inh = 6%
CCN(CC)NC(=S)Nc1ccccc1 is listed with B2AR arrestin = 0.2%; MLL CXXC-DNA inh = -12%; TCR activator = -2%; A-T KAP1 phos = 0%; a7 integrin act = -28%; p53 reactivator = -4%; BRCA1 expr up = -8%; TRPV1 agonist = /; TSG101-PTAP inh = 2%; ELG1 repair inh = -4%

(cont.)
Fields: B2AR arrestin	MLL CXXC-DNA inh	TCR activator	A-T KAP1 phos	a7 integrin act	p53 reactivator	BRCA1 expr up	TRPV1 agonist	TSG101-PTAP inh	ELG1 repair inh
> COCCNC(=O)C(c1ccc(Cl)cc1)N(CCOC)C(=O)CCC(=O)Nc1ccccn1 (stereo not given)
    -0.2%	11%	2%	1%	8%	0%	0%	-2	-5%	-6%
> O=C(NCC1CCCO1)c1cc(-c2ccco2)nc2ccccc12 (stereo not given)
    0.2%	-1%	2%	0%	-5%	-1%	-3%	-1	-9%	-16%
> O=C(COc1ccccc1)Nc1cccc2nsnc12
    -0.6%	-6%	-4%	-7%	-6%	16%	19%	?	0%	18%
> Nc1cc(-c2cccc([N+](=O)[O-])c2)[nH]n1
    -0.1%	3%	2%[46.1 µM]	-4%	27%	-15%	0%	-6	-5%	-1%
> Nc1cc(=O)[nH]c(=O)n1-c1cccc(F)c1
    -0.6%	-3%	4%	1%	2%	1%	-5%	0	0%	12%
> CCN(C(=O)c1cc(S(=O)(=O)N2CCCC2)ccc1C)C1CCS(=O)(=O)C1 (stereo not given)
    0.1%	/	3%	-2%	?	-2%	0%	3	-5%	17%
> COc1ccc(CCNC(=O)CC(NC(=O)c2ccccc2Cl)c2ccccc2)cc1 (stereo not given)
    -1.5%	3%	4%[46.1 µM]	4%	-12%	7%	-7%	-1	3%	-1%
> CNc1cccnc1C=NNC(N)=S
    /	/	3%	/	0%	/	-94%	/	-4%	/

High-throughput results as filed in PubChem BioAssay.
